Bioassay records: PubChem BioAssay, several laboratories
Insulin prom inh = TRM-6 insulin promoter activity inhibition. TRM-6 cells (human fetal islet line), insulin promoter-eGFP reporter, imaging; reporter expression induced with tamoxifen. inhibition, % at 2 µM. 130,000 tested, 0.9% active. AID 1273;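 active = inhibition above the mean plus 3 SD, with well images judged a real hit on visual review, cut at about 60% in these data, passing the limit was not always enough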
SDO1 yeast rescue = sdo1-depleted yeast growth rescue | z-score at 10 µM | 140,000 tested, 0.21% active | S. cerevisiae sdo1-depleted JHY4D growth rescue, OD600 30 h; active compounds read high; pdr5 snq2 efflux-pump mutant strain;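 active = z-score above 3 at both the 24 hr and the 30 hr optical density reads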;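 also: z-score against mean and SD of all compound wells on the same plate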
SDO1 yeast rescue Rescue 24 h = also measured in SDO1 yeast rescue; calls as there; z-score; S. cerevisiae sdo1-depleted JHY4D growth rescue, OD600; measured here: growth rescue at 24 h;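 0 is the plate mean of compound wells and units are plate SD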
The depositor's hits bear a star; x = no result given.

Values run as follows: Insulin prom inh	SDO1 yeast rescue	SDO1 yeast rescue Rescue 24 h
- O=C(NC1(C(=O)NC2CCCC2)CCCCC1)c1ccc2c(c1)OCO2
→ -19	-0.32	-0.47
- COc1ccc(-c2ccc(C#N)c(OC(=O)c3c(Cl)cccc3Cl)n2)cc1
→ x	-0.79	0.69
- Cc1[nH]n(-c2ccccc2)c(=O)c1C1(C(F)(F)F)C(=O)N(c2ccccc2)C2=C1C(=O)CC(C)(C)C2 (stereo not given)
→ -17	1	0.28
- CCOC(=O)Cc1csc(SCc2nc3ccccc3c(=O)[nH]2)n1
→ 21	-0.1	-0.31
- CCOc1cc(C#N)c(NC(=O)c2cccnc2)cc1OCC
→ x	1.4	3.4
- CCOC(=O)C1=C(O)/C(=C/c2cn(CC(=O)NCC3CCCO3)c3ccccc23)SC1=Nc1ccc(C)cc1 (stereo not given)
→ -19	x	x
- COC(=O)C1CC(=O)N(Cc2ccccc2)C1 (stereo not given)
→ 40	x	x
- CSc1nc(C)cc(/C=C\c2ccccc2)c1C#N
→ -107	-0.47	0.16
- O=S(=O)(NC1CCCC1)c1ccc(S(=O)(=O)NC2CCCC2)cc1
→ -23	0.16	-0.02
- CC(=O)NCCCc1c[nH]c2ccc(Cl)cc12
→ x	0.27	-0.34
- O=S(=O)(Nc1ccc2oc(-c3ccccc3)nc2c1)c1ccccc1
→ x	-1.9	-1.4
- Cc1cc(C)cc(N(CCC#N)C(=O)CSc2nc3nc(C)cc(C)n3n2)c1
→ x	2	-1.4
- CC(C)(C)OC(=O)NCc1nc(N)n[nH]1
→ 7	0.39	-0.41
- COc1cc(C(=O)Nc2cccc(-c3nc4ncccc4o3)c2C)cc(OC)c1OC
→ -15	3.1	2
- CCOC(=O)c1cc(-c2nnc(-c3ccc(Cl)cc3)o2)c(C)nc1C
→ x	-1.3	-1.5
- Cn1cc(C(=O)c2ccc(Cl)cc2Cl)cc1C(=O)N/N=C(\N)COc1cccc(C(F)(F)F)c1
→ -10	0.2	0.6
- COc1ccc(C(=O)Nc2cc(C(F)(F)F)ccc2-n2cnc3ccccc32)cc1
→ x	-1.2	-0.8
- Cc1ccc(C)n1-n1cnc2scc(-c3cccs3)c2c1=O
→ -44	0.06	0.67
- CC1CN(c2ccc(Oc3ccccc3)cc2)c2nc3c(c(=O)[nH]c(=O)n3C)n2C1 (stereo not given)
→ 14	0.68	0.72
- Cc1noc(C)c1S(=O)(=O)N1CCC(C(=O)NCCc2ccc(S(N)(=O)=O)cc2)CC1
→ 10	1.2	-0.76
- CC1CCN(C(=O)Cn2nc(C(F)(F)F)c3c2CCCC3)CC1
→ x	1.2	1.2
- CCCS(=O)(=O)Nc1cc(C(F)(F)F)ccc1OCCOC
→ x	0.87	0.43
- O=C(NCc1ccco1)c1cccnc1-c1nc2ccccc2s1
→ -120	-1.1	-1.1
- Cc1cccc(NC(=O)CSc2nnc(-c3ccccc3)n2N)c1C
→ 3	-0.42	-0.91
- COC(=O)c1ccc(COc2ccccc2/C=C(\C#N)C(=O)NC(C)C)cc1
→ x	-1.5	-1.2
- COCC(=O)NC1CCN(S(=O)(=O)c2ccc(C(=O)O)cc2)CC1
→ 0	0.27	0.49
- Cc1cccc(C)c1NC(=O)NC1(C(=O)N2CCOCC2)CCCCC1
→ -43	x	x
- CCOC(=O)C1=C(C)n2c(s/c(=C3\C(=O)Nc4ccccc43)c2=O)=NC1c1ccc(OC)cc1 (stereo not given)
→ x	0.4	1.2
- Cn1nc(C(F)(F)F)c(/C=N/OC(=O)c2ccccc2)c1Sc1ccc(Cl)cc1
→ x	-0.44	-0.53
- C=CCn1c(SCC(=O)Nc2ccc(C)cc2C)nnc1-c1cccnc1
→ -25	0.48	0.43

6 entries from above, as a markdown table:
| SMILES | Insulin prom inh | SDO1 yeast rescue | SDO1 yeast rescue Rescue 24 h |
| --- | --- | --- | --- |
| COC(=O)c1ccc(COc2ccccc2/C=C(\C#N)C(=O)NC(C)C)cc1 | x | -1.5 | -1.2 |
| CCOc1cc(C#N)c(NC(=O)c2cccnc2)cc1OCC | x | 1.4 | 3.4 |
| CCOC(=O)C1=C(O)/C(=C/c2cn(CC(=O)NCC3CCCO3)c3ccccc23)SC1=Nc1ccc(C)cc1 (stereo not given) | -19 | x | x |
| COc1ccc(-c2ccc(C#N)c(OC(=O)c3c(Cl)cccc3Cl)n2)cc1 | x | -0.79 | 0.69 |
| CCOC(=O)c1cc(-c2nnc(-c3ccc(Cl)cc3)o2)c(C)nc1C | x | -1.3 | -1.5 |
| CC1CCN(C(=O)Cn2nc(C(F)(F)F)c3c2CCCC3)CC1 | x | 1.2 | 1.2 |

The results go on:
Values run as follows: Insulin prom inh	SDO1 yeast rescue	SDO1 yeast rescue Rescue 24 h
- N#Cc1c(NC(NC(=O)c2ccco2)C(=O)c2ccccc2)sc2c1CCCC2 (stereo not given)
→ -23	-3	-2.7
- O=C(O)C1CCCCC1C(=O)NCc1ccncc1 (stereo not given)
→ x	-0.26	-0.47
- COc1ccc(C(=O)CCc2nc3ccccc3s2)cc1
→ x	-0.75	-0.93
- Cc1ccc(S(=O)(=O)N(C)c2ccc(C(=O)N3CCc4ccccc4C3)cc2)cc1
→ -21	x	x
- COC(=O)c1ccccc1Sc1ncnc2onc(C)c12
→ -31	x	x
- O=C(CSc1nc(C2CC2)nc2ccccc12)N1c2ccccc2Sc2ccc(C(F)(F)F)cc21
→ 53	-0.39	0.25
- COC(=O)CC1C(=O)NCCN1C(=S)Nc1cccc(C)c1 (stereo not given)
→ -38	1.6	1.9
- CCn1cc(/C=C/C(=O)Nc2ccc(C)cc2Br)cn1
→ x	1.2	1.4
- CC1CCc2nn(CC(=O)NCCCN3CCCCC3)cc2C1 (stereo not given)
→ x	-0.01	-0.51
- O=C(CSc1ccc(-c2cccs2)nn1)NCc1ccccc1Cl
→ x	-1.1	-1.2
- Cc1cnccc1CN(C)Cc1nc(Cc2ccccc2Cl)no1
→ -58	x	x
- O=C(Cn1nnc(-c2ccccc2)n1)N/N=C/c1cccc([N+](=O)[O-])c1O
→ -6	x	x
- N=c1c(S(=O)(=O)c2ccccc2)cc2c(=O)n3ccccc3nc2n1CCN1CCOCC1
→ 52	x	x
- CC(C)COC(=O)N1CC(O)CC1C(=O)O (stereo not given)
→ x	0.1	-0.19
- CCOC(=O)CN1C(=N)N(c2nc(NC(C)C)nc(NC(C)C)n2)CC1=O
→ -492	1.1	1.1
- Cc1ccccc1-n1c(O)cc(=O)[nH]c1=S
→ -5	x	x
- CS(=O)(=O)N(CCc1ccccc1)CC(=O)NCc1ccco1
→ 42	0.23	0.1
- Cc1ccc(CN2CCN(Cc3cccc(OCCO)c3)CC2CCO)o1 (stereo not given)
→ 39	x	x
- CC1CN=C(NC2CCCCC2C)S1 (stereo not given)
→ x	2.4	1.9
- CCc1c(C)c2ccc(OCC(=O)N(C)C)c(C)c2oc1=O
→ -150	0.01	-0.88
- COCCn1c(SCC(=O)NCc2ccc3c(c2)OCO3)nnc1-c1c[nH]c2ccccc12
→ x	-0.08	-0.57
- Cc1nn(C)c(C)c1S(=O)(=O)N1CCC(C(=O)NCC2COc3ccccc3O2)CC1 (stereo not given)
→ x	0.12	-0.66
- CC(=O)c1c(C)[nH]c(C(=O)Nc2cccnc2)c1C
→ 0	0.8	0.67
- C=CC(=O)Nc1ccc(Br)cc1
→ 41	0.35	-0.33
- O=C(NCCc1ccccn1)c1ccc(COc2ccccc2)o1
→ -28	0.87	0.59
- Cc1nc(SCc2ccc(Cl)c(Cl)c2)ncc1C(=O)O
→ 38	x	x
- C/C(Cn1cnc([N+](=O)[O-])n1)=N\NC(=O)c1cccc(F)c1
→ 10	0.76	0.11
- COc1ccc(/C=N/Nc2cc(C)nc(N)n2)cc1
→ 3	-0.79	-1.7
- CCOC(=O)CSc1nnc(-c2ccc(NS(=O)(=O)c3ccc(C)cc3)cc2)o1
→ 0	-0.95	-1.1
- COc1cccc(CN2CCN(S(=O)(=O)c3ccc(Br)cc3)CC2)c1
→ 6	-1.1	-0.73
- COc1ccc(-c2cc(C(F)(F)F)nc(N3CCCCC3)n2)cc1OC
→ 27	-0.89	-0.03
- Cc1ccc(O)c(NC(=S)NC(=O)c2ccccc2Cl)c1
→ 13	x	x
- Cc1cc(OC(=O)c2ccc(S(=O)(=O)N3CCOCC3)cc2)c([N+](=O)[O-])c(=O)[nH]1
→ 32	x	x
- COc1cc2ccccc2cc1C(=O)Nc1ccc(Cc2ccncc2)cc1
→ 11	-2.1	-1.2
- O=c1cc(O)c2ccccc2n1Cc1ccccc1Cl
→ 0	x	x
- CCCCCC(=O)N1CC2(C)CN(C(=O)CCCCC)CC(C)(C1)C2=O
→ -32	0.87	0.73
- CC1(C)CC2CC(C)(CN2S(=O)(=O)c2ccc(C(=O)Nc3ccc(Cl)c(S(=O)(=O)N4CCOCC4)c3)cc2)C1 (stereo not given)
→ 39	0.34	0.63
- Cc1ccc(Nc2nc(-c3ccc(S(=O)(=O)N4CCOCC4)cc3)cs2)cc1
→ 63	x	x
- CCCCOCCCNC(=O)CN1C(=O)c2ccccc2C1=O
→ 57	0.21	0.44
- Nc1ccn([C@@H]2O[C@H](CO)[C@@H](O)[C@@H]2O)c(=O)n1
→ -67	1.5	2
- COCCCNC(=O)Cn1c(=O)n(CCCCCC(=O)NCc2ccc3c(c2)OCO3)c(=O)c2sccc21
→ -100	x	x
- O=C(CSc1nc2ccccc2s1)N/N=C/c1ccc(C(=O)O)cc1
→ -161	x	x
- CC1=C(C(=O)NC2CCCCC2C)C2(CCC(C)CC2)OC1=O (stereo not given)
→ x	-0.58	0.92
- CCOc1ccc(NC(=O)C2CCN(C(=O)NC3CCCCC3)CC2)cc1
→ -338	-0.42	-1.6
- CCc1cccc(CC)c1NC(=O)c1cccc(N)c1
→ 15	0.78	1.6
- COC(=O)CCSCc1cn2cc(Cl)ccc2n1
→ 19	0.34	-0.1
- Clc1cccc(/C=N\Nc2nccs2)c1
→ 14	-2.3	-1.6
- Cc1noc(C)c1COc1ncnc2ccccc12
→ -7	x	x
- COc1ccc(C(=O)Nc2cccc(-c3nc4ncccc4o3)c2C)cc1OC
→ -37	-0.62	-0.69
- COc1oc(-c2ccccc2C)nc1C(F)(F)F
→ -5	0.18	-0.16

(listing goes on)
Values run as follows: Insulin prom inh	SDO1 yeast rescue	SDO1 yeast rescue Rescue 24 h
- O=C(CSc1nc2ccccc2o1)NCc1ccco1
→ -46	0.23	0.03
- COc1ccccc1NC(=O)CSc1nnc(C)n1CC1CCCO1 (stereo not given)
→ -300	1.2	1.2
- O=C1OC(c2ccc(Cl)cc2)=N/C1=C\c1cccnc1
→ x	0.02	0.05
- CCOc1cc(NC(=S)NCCCN2CCOCC2)c(OCC)cc1NC(=O)c1ccc(C)cc1
→ 38	x	x
- Cc1c(/C=N/NC(=O)C(NC(=O)c2ccc3c(c2)OCO3)C(C)C)c2ccccc2n1C (stereo not given)
→ -27	1.2	0.94
- CC1CCN(C(=O)CSc2nnc(Cc3ccccc3)o2)CC1
→ x	0.47	1.8
- CCCNC(=O)CSC1=N/C(=C/c2ccc(F)cc2)C(=O)N1CC
→ x	0.23	-0.18
- CC(C)CN1C(=O)c2ccc(C(=O)NCc3ccc4c(c3)OCO4)cc2C1=O
→ -53	0.86	0.15
- CCOc1ccc(S(=O)(=O)N2CCCCC2)c2ccccc12
→ 3	-0.97	-0.87
- CN(C)CCCNC(=S)N1CCn2c(nc3ccccc32)C1
→ 20	-0.31	-0.47
- CCCCCCCCC(=O)NNC(=O)c1c(O)c2ccccc2n(CCC)c1=O
→ 0	x	x
- OC1CCCN(Cc2ccc3c(c2)Cc2ccccc2-3)C1 (stereo not given)
→ -36	-1.4	-2
- COC(=O)CS(=O)(=O)c1nnc([C@H](Cc2ccccc2)NC(=O)OC(C)(C)C)o1
→ 70*	-0.33	-0.4
- COc1cccc(-c2csc(N3CCN(C(=S)Nc4ccccc4Cl)CC3)n2)c1
→ x	-0.8	0.54
- O=C(CCc1ccccc1)n1nc(-c2ccco2)nc1SCc1ccccc1
→ x	-0.75	-0.91
- Cc1noc(C)c1S(=O)(=O)Nc1ccc(C(=O)N2CCCCC2)cc1
→ 19	0.82	0.19
- COc1cc(/C=N\NC(=O)Cn2nnc3ccccc32)cc(OC)c1OC
→ 19	0.4	-0.17
- O=C(CN1C(=O)NC2(CCOc3ccccc32)C1=O)Nc1ccc2c(c1)OCCO2 (stereo not given)
→ x	0.53	0.59
- COc1ccccc1NC(=O)c1cc(OC)c(OC)cc1[N+](=O)[O-]
→ 26	x	x
- Cc1ccc(OCCSc2ncnc3sc(C)c(C)c23)cc1C
→ 23	-0.47	0.57
- CCOC(=O)C1=C(N)c2ccccc2CC1C(C)C (stereo not given)
→ 8	0.22	-0.42
- CNC(=O)c1nnn(Cc2ccccc2)c1NC(C)=O
→ 10	0.49	-0.23
- COc1ccc(C(=O)CSc2ccc(-c3ccc(C)cc3)nn2)cc1
→ x	-0.98	-1.8
- O=C(CSc1ncnc2ccccc12)NCCCO
→ 16	0.88	0.71
- CN1CCN(c2nc(Nc3ccc(O)cc3)nc3ccccc23)CC1
→ -27	x	x
- O=C(Nc1nnc(CCN2CCCCC2)s1)c1ccccc1Cl
→ 0	x	x
- O=C(CN1CCN(C(c2ccccc2)c2ccccc2)CC1)N1CCOCC1
→ x	0.5	0.83
- CC(NC(=O)c1cccc2ccccc12)c1ccc2c(c1)CCCC2 (stereo not given)
→ x	-0.96	-1.1
- COc1ccc2c(c1)OCC1=C2CCC2(C)C(=O)CC=C12 (stereo not given)
→ -15	-0.81	-0.62
- CCOC(=O)c1[nH]c2ccc(OC)cc2c1NC(=O)CN1CCSCC1
→ 25	-0.87	-1.1

An excerpt, so the mix of outcomes need not match the whole.
